# Lipid storage S3 = qHTS Assay for Lipid Storage Modulators in Drosophila S3 Cells | Drosophila S3 cells, BODIPY lipid droplet fluorescence, 18-24 h; cells fed with added oleic acid | Potency in µM for hits, for the others lipid storage change, negative = inhibition, % at the top dose, mostly 46.1 µM | hit rate 0.64% among 320,000; active = well fitted inhibition curve with a large enough effect in the signal ratio, with a control signal flat, not every such curve was filed as active; inconclusive = small, poorly fitted or top-dose-only effect, or effect the other way, or a change in a side signal; the % refers to the signal ratio
#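 Drosophila S3 cells loaded with oleic acid (400 uM, as added) and compounds at several concentrations; lipid droplets imaged by 488-nm laser-scanning cytometry, 500–530 nm intensity and object ratio to cell channel. Percent activity normalized to 20 uM Triacsin C.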
# Lipid storage S3 cell count max = recorded beside Lipid storage S3, whose call it bears; cell number change, %; measured here: cell count max response;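 cells counted by Cell Tracker Red CMTPX staining in the red channel; peak over a dose series mostly up to 46.1 µM; percent activity relative to internal control wells on each plate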
# * hit, by the source's call; i = inactive; ? = inconclusive; / = no result given; [ ] = another dose, or the depositor's remark. % is set by controls: 0 for no effect and ±100 for the full control effect; potency is the fitted concentration of half-maximal effect. This is a subset, so the mix of outcomes need not match the whole.
molecule	Lipid storage S3	Lipid storage S3 cell count max
COc1ccc(CS(=O)(=O)/C(Cl)=C(/Cl)C(=O)Nc2ccc(OC)nc2)cc1	?	/
OCC12COC(c3ccccc3)N1C(c1ccccc1)OC2 (stereo unspecified)	?	/
CCOC(=O)CSc1nc2c(sc(=S)n2Cc2ccco2)c(=O)n1-c1ccc(F)cc1	8.5%	-5.2
O=C(Nc1ccc(C(=O)N2CCOCC2)cc1)Nc1ccc(Cl)cc1Cl	?	/
O=C1C(Cl)=C(N2CCCCCC2)C(=O)N1c1ccc(Br)cc1	?	/
CCC(Sc1nc2n[nH]c(C)c2c(=N)n1-c1ccc(C)c(Cl)c1)C(=O)N1CCOCC1 (stereo unspecified)	?	/
O=C(Cc1sc(-c2ccccc2Cl)nc1-c1ccccc1)Nc1ccc(F)cc1	i	-20.8
O=C(CCC(=O)OCc1ccc(C(=O)Oc2ccc(Cl)cc2)cc1)Nc1ccccc1	-12.4%	-4.4
COc1ccc(OC)c(-n2c(=O)c3ccccc3c3ccccc3c2=O)c1	-11.1%	-15.2
O=C(Nc1ccccn1)c1ccc([N+](=O)[O-])o1	20.6µM*	-6.3*
Cc1ccc(S(=O)(=O)N2CCCCC2)cc1NC(=O)c1nn(C)c(=O)c2ccccc12	?	/
CC(C(=O)OCC(=O)c1ccc(Br)cc1)N1C(=O)C2C3CCC(C3)C2C1=O (stereo unspecified)	i	-5.1
N#Cc1nc(-c2ccco2)oc1N1CCN(c2cccc(Cl)c2)CC1	?	/
Clc1ccc(N2CCN(c3ncnc4c3oc3ccccc34)CC2)cc1	13.9%	-0.4
Cc1ccccc1NC(=S)/C(=C(\[O-])c1ccc(C)c([N+](=O)[O-])c1)[n+]1ccccc1	?	/
COc1ccc(N=Nc2[nH]c3ccc(C)cc3c2O)cc1	i	-14.2
O=C(O)c1ccc(CNCc2cc(Cl)ccc2O)cc1	48.5%	17.3
COc1ccc(NC(=O)/C(C#N)=C/C=C/c2ccco2)cc1	-16.6%	-0.7
O=C1NC(=O)c2cc(NC(=O)C3COc4ccccc4O3)ccc21 (stereo unspecified)	-1.8%[9.22 µM]	-1.1
O=C(O)CC1S/C(=N/N=C/C2CC=CCC2)NC1=O (stereo unspecified)	?	/
CCOC(=O)N1CCC(NC(=O)C(NS(=O)(=O)c2ccc3c(c2)CCN3C(=O)CC)C(C)C)CC1 (stereo unspecified)	?	/
CC(Sc1ccccc1)C(=O)Nc1ccccc1C(=O)N1CCOCC1 (stereo unspecified)	?	/
COc1cccc(-c2cccc(NC(=O)C3CCN(Cc4ccon4)CC3)c2)c1	?	/
Cc1ccc(/C=N/n2c(COc3ccccc3)n[nH]c2=S)cc1	-20.6%	-13.9
CC(=O)NS(=O)(=O)c1ccc(NC(=S)NC(=O)c2ccco2)cc1	4.0%	-0.3
CCOC(=O)/C(C#N)=C/c1cc(C)n(-c2ccc(Br)cc2)c1C	?	/
CCCc1cc(C(=O)NCc2cccs2)no1	?	/
Cn1c(SCC(=O)N2CCOCC2)nnc1-c1cccc(NC(=O)c2ccccc2F)c1	?	/
COc1ccccc1CNC(=O)C(=O)Nc1nccs1	-20.5%	-7.6
CCCCn1c(N)c(N(CC(C)C)C(=O)c2cccc(S(=O)(=O)N3CCN(C(C)=O)CC3)c2)c(=O)[nH]c1=O	18.8%	/

# Additional entries follow.
molecule	Lipid storage S3	Lipid storage S3 cell count max
CC(C)[C@H](NC(N)=O)C(=O)NCCc1ccc(Cl)cc1	-20.9%	-7.7
COc1ccc(-c2cnc(SCC(=O)Nc3nc(C(C)(C)C)cs3)n2Cc2ccco2)cc1	?	/
Cc1csc(NC(=O)c2cc(-c3ccccc3)nc3ccccc23)n1	-0.6%	1.3
CSc1ccccc1NC(=O)c1cnc2n(c1=O)CCS2	14.4%[9.22 µM]	-2.5
CCC(C)NC(=S)N1CCN(Cc2ccc3c(c2)OCO3)CC1 (stereo unspecified)	-0.6%	-23.1
Cc1cccc(C)c1N(CC(=O)N1CCCC1)S(C)(=O)=O	?	/
O=C(Nc1ccc(Oc2ccc(C(F)(F)F)cn2)c(Cl)c1)C1CC1	i	-16.8
O=C(NCCCn1ccnc1)c1cc(C(=O)C2CC2)c[nH]1	-25.9%	/
CCOc1ccc(S(=O)(=O)N(CC)CC(=O)NC2CC2)cc1	?	/
C=CCn1c(SCc2nc(N)nc(N(C)C)n2)nnc1-c1cccnc1	?	/
Cc1cc(C)cc(S(=O)(=O)c2cnc3ccccc3n2)c1	?	/
Cc1cccc(NS(=O)(=O)c2ccc(C)c(C(=O)NCC(c3ccco3)N3CCCCC3)c2)c1 (stereo unspecified)	?	/
Cc1ccc(NCCC(=O)c2ccc(Br)cc2)cc1	?	/
O=C(NC(Cc1ccccc1)c1ccc2c(c1)OCCCO2)c1ccccc1F (stereo unspecified)	i	/
O=C(Cc1cccc(C(F)(F)F)c1)Nc1cccc(S(=O)(=O)N2CCCC2)c1	?	/
O=C(Cn1c(=O)sc2ccccc21)Nc1ccccc1	11.1%	-2.5
CO/N=C(\Cn1ncc(N2CCCC2)c(Cl)c1=O)c1ccc(Cl)cc1	?	/
CCCOc1ccc2ccccc2c1/C=N/n1c(C)nnc1-n1nc(C)cc1C	?	/
CSCC[C@H](NC(=O)[C@@H]1Cc2ccccc2CN1)C(=O)NC(C)c1ccccc1 (stereo partly specified)	i	12.5
Cc1cc2nnc(SCCCCN3C(=O)c4ccccc4C3=O)n2c2ccccc12	?	/
Cc1cc(=O)[nH]c(N2CCN(C(c3ccccc3)c3ccccc3)CC2)n1	?	/
CCOC(=O)N1CCC(N(CCN(C)C)C(=S)Nc2ccccc2OC)CC1	1.4%	7.6
N=c1n(Cc2ccccc2)c2ccccc2n1CC(O)COc1ccc(Cl)cc1Cl (stereo unspecified)	?	/
O=Cc1cccn1-c1cccc([N+](=O)[O-])c1	24.6%	-6.8
CCC(NC(=O)NNC(=O)c1ccncc1)(C(F)(F)F)C(F)(F)F	?	/
CN(C(=O)c1ccc(OC2CCN(CCc3ccccc3)CC2)cc1)C1CCCCC1	13.1%	11.3
O=C(CN1CCCCCC1)Nc1cccc(NC(=O)CN2CCCCCC2)c1	-3.3%	-11.3
CCC(=O)Nc1cccc(-n2nnnc2SCC(=O)N2CCCCC2)c1	8.6%	-15.1
CCOc1cc(/C=N/O)cc(Br)c1OCc1ccc(Cl)cc1	?	/
O=C(c1cccc(S(=O)(=O)NCc2ccccc2)c1)N1CCN(c2cccc(C(F)(F)F)c2)CC1	?	/

# Next structures:
molecule	Lipid storage S3	Lipid storage S3 cell count max
C=CCOc1nc2c(c(=O)n(C)c(=O)n2C)n1Cc1c(Cl)cccc1Cl	-1.8%	13.0
COc1cc(Cl)c(C)cc1NC(=O)COc1ccc(C)nc1[N+](=O)[O-]	?	/
O=C(NCCCCCCNC(=O)c1cncc(O)c1)c1cncc(O)c1	-7.1%	-9.5
Cc1nn(CC(=O)NNC(=S)NCC2CCCO2)c(C)c1Br (stereo unspecified)	?	/
COc1ccc(S(=O)(=O)N2CCN(C(=O)C3CCC3)CC2)cc1	?	/
CC(C)Cn1cnc2sc3c(c2c1=N)CCCC3	?	/
COc1ccc(N2CCN(c3ncnc4c3[nH]c3ccccc34)CC2)cc1	?	/
CCOc1ccccc1NC(=O)C1CCN(C(=O)NCc2ccccc2)CC1	-7.0%	-8.5
CCOC(=O)c1c(-c2ccccc2)oc2ccc(OC(C)C(=O)O)cc12 (stereo unspecified)	?	/
COc1ccccc1-c1cc(C(=O)NCCCn2ccnc2)no1	?	/
CC(OC(=O)/C=C/c1cccc(F)c1)C(=O)NC1CCCCC1C (stereo unspecified)	?	/
CCn1c(=O)c2cc(C(=O)N(C)c3ccc(OC)cc3OC)sc2c2ccccc21	6.5%	19.2
CNC(=S)N1CCc2cc(OC)c(OC)cc2C1	-0.7%	20.7
CC1(C)C(=O)Nc2ccccc2N1C(=O)COC(=O)Cc1c(F)cccc1Cl	-0.3%	-19.6
CC(=O)NC(NC(C)=O)c1ccc(N(C)C)cc1	2.8%	16.8
Cc1noc(C)c1C(=O)Nc1sc2c(c1C(N)=O)CCC2	i	2.0
Cc1c(C(=O)OCCN2CCCCC2)oc2ccccc12	?	/
COc1ccc(CN(CC2CCCO2)C(=O)CN2C(=O)C(C)Oc3ccc(C)cc32)cc1OC (stereo unspecified)	0.7%	9.7
COc1cc(S(=O)(=O)N2CCN(C)CC2)c(OC)cc1Br	-18.3%	-8.1
CCOc1ccccc1NC(=O)C1CCN(S(=O)(=O)c2cccc3cccnc23)CC1	?	/
O=C(NC(=S)Nc1ccc(S(=O)(=O)N2CCCC2)cc1)C1CCC1	18.4%	21.8
O=C(COC(=O)c1cc(=O)c2ccccc2o1)NCc1ccccc1	?	/
Cc1ccccc1CSc1nc2[nH]ncc2c(=O)[nH]1	-18.8%	-1.6
COc1ccc(N(CN2C(=O)C3CCCCC3C2=O)C(=O)c2ccco2)cc1 (stereo unspecified)	10.5%	5.8
COc1ccc(N2CCN(C(CNC(=O)OCc3ccccc3)c3ccco3)CC2)cc1 (stereo unspecified)	?	/
O=C(Cc1cccs1)NCc1cccc(CNC(=O)Cc2cccs2)c1	?	/
COc1ccc2cc(Br)ccc2c1CC(=O)NC(C)C	?	/
COc1cc(OC)cc(C(=O)N2CCC(C(=O)c3ccc(F)cc3)CC2)c1	18.1%	2.2
CCc1cc(=O)oc2cc(OCC(=O)N3CCC(C(=O)O)CC3)ccc12	?	/
O=C(CCl)Nc1c(C(=O)Nc2ccc3c(c2)OCCO3)oc2ccccc12	?	/

# (list continues)
# Values run as follows: Lipid storage S3 | Lipid storage S3 cell count max
> O=Cc1nc(-c2ccccc2Cl)n2ccccc12
 : i | /
> COc1ccc(N2CCN(C(c3cc4ccc(C)cc4[nH]c3=O)c3nnnn3C3CCCC3)CC2)cc1 (stereo unspecified)
 : -2.3% | -25.5
> OCCC1CN(Cc2ccn[nH]2)CCN1Cc1ccc(F)c(F)c1 (stereo unspecified)
 : -10.0% | -7.6
> CC1CCCC(C)N1C(=O)COc1ccc(-c2nnco2)cc1 (stereo unspecified)
 : ? | /
> Nc1ncnc(NNC(=O)CNC(=O)c2c(F)cccc2Cl)c1[N+](=O)[O-]
 : ? | /
> Cc1ccccc1NC(=O)COC(=O)/C=C/c1cn(-c2ccccc2)nc1-c1cccnc1
 : ? | /
> COc1ccc(CCNC(=O)c2ccc(=O)[nH]n2)cc1OC
 : ? | /
> Cc1c(CN2CCc3c([nH]c4ccccc34)C2CC(C)C)cnn1C (stereo unspecified)
 : -4.5% | 3.7
> N#Cc1ccc(NC(=O)CCc2ccc(S(=O)(=O)N3CCOCC3)cc2)cc1
 : ? | /
> CCCCn1c(/C=N/Nc2nc3ccccc3[nH]2)nc2ccccc21
 : ? | /
> COc1ccc(Oc2nc(-c3ccncc3)nc3ccccc23)cc1
 : 5.3% | /
> Cc1ccccc1OCCCSc1nc2ccccc2[nH]1
 : -6.4% | -20.0
> CC(c1ccco1)N(C(=O)c1ccccc1NS(=O)(=O)c1ccc(Cl)c([N+](=O)[O-])c1)c1ccccn1 (stereo unspecified)
 : 4.3% | 22.1
> O=C(Nc1ccc(S(=O)(=O)N2CCCC2)cc1)C1CC(=O)N(c2ccc(F)cc2)C1 (stereo unspecified)
 : ? | /
> Cn1cc([N+](=O)[O-])c(C(=O)Nc2ccc(Br)cn2)n1
 : 1.8% | /
> COCC(C)NC(=O)COc1nncc2ccccc12 (stereo unspecified)
 : 0.1% | 10.8
> CC(C)(C)n1nnnc1C(c1cccs1)N1CCN(Cc2ccccc2)CC1 (stereo unspecified)
 : ? | /
> COc1ccc(CN2CCN(S(=O)(=O)c3ccc(C)cc3)CC2)cc1Br
 : i | /
> Cc1ccc(NC(=O)CSCC(=O)NCc2cccc(C(F)(F)F)c2)cc1
 : 13.3% | -21.4
> Cc1nc2ccccc2c(=O)n1NC(=O)c1ccco1
 : 7.0% | -6.9

# Next entries:
# Values run as follows: Lipid storage S3 | Lipid storage S3 cell count max
> CC1CCN(C(=O)CN2C(=O)c3cccc4cccc(c34)C2=O)CC1
 : ? | /
> O=[N+]([O-])c1ccccc1-c1ccc(C(=S)N2CCCCC2)o1
 : ? | /
> COc1ccc2c(c1OC)C(=O)N1C2SC(C)(C)[C@H]1C(=O)NCCCOC(C)C (stereo partly specified)
 : ? | /
> Cc1ccc(C(=O)Oc2ccc(C(=O)COC(=O)c3cnccn3)cc2)cc1
 : ? | /
> CC[N+]1(CC)CC2=Cc3c(ccc4ccccc34)CC2C1 (stereo unspecified)
 : ? | /
> CC(C)(C)c1ccccc1OCCOCCSc1ncccn1
 : i | 9.3
> O=C(/C=C/c1cccc([N+](=O)[O-])c1)NC1CC2CCC1C2 (stereo unspecified)
 : -9.0% | 4.3
> Cc1occc1C(=O)Nc1c(Cl)cccc1Cl
 : ? | /
> O=C(NCc1ccc2c3c(cccc13)C(=O)N2)c1cccs1
 : -3.0% | 2.1

# Grouped by structure, the compounds so far containing two or more sulfur atoms
# Values run as follows: Lipid storage S3 | Lipid storage S3 cell count max
> CCOC(=O)CSc1nc2c(sc(=S)n2Cc2ccco2)c(=O)n1-c1ccc(F)cc1
 : 8.5% | -5.2
> CC(=O)NS(=O)(=O)c1ccc(NC(=S)NC(=O)c2ccco2)cc1
 : 4.0% | -0.3
> COc1ccc(-c2cnc(SCC(=O)Nc3nc(C(C)(C)C)cs3)n2Cc2ccco2)cc1
 : ? | /
> CSc1ccccc1NC(=O)c1cnc2n(c1=O)CCS2
 : 14.4%[9.22 µM] | -2.5
> O=C(NC(=S)Nc1ccc(S(=O)(=O)N2CCCC2)cc1)C1CCC1
 : 18.4% | 21.8
> O=C(Cc1cccs1)NCc1cccc(CNC(=O)Cc2cccs2)c1
 : ? | /

# Assay outcomes deposited in PubChem by National Center for Advancing Translational Sciences (NCATS).
